# Screening results: PubChem, several laboratories
# CRFBP-R2 agonist = CRF-BP/CRF-R2 complex agonism; HEK293 CRF-R2/CRF-BP, calcium dye fluorescence (FLIPR); percent of saturating CRF peptide response; activation, % at 13.2 µM; actives 0.46% (n = 350,000); AID 588473;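 active means activation of at least 50%, plus an integration ratio under a set limit after plate pattern correction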;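 further: plate controls were neutral control wells without compound for no effect and CRF at EC100 for full effect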
# M5 antag = CHRM5 antagonism in calcium assay | P08912 | CHO-hM5 cells, Fluo-8 calcium fluorescence, ACh EC80 | inhibition, % at 3 µM | actives 0.59% (n = 360,000);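 active means inhibition above a per-plate cutoff, the mean of that plate's test compounds plus 3 SD, cut at about 27% in these data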;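 further: 0% = acetylcholine EC80 with DMSO and 100% = DMSO without agonist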
# CHRM5 agonist = CHRM5 agonism in calcium assay. AID 624037. CHO-K1 hM5 cells, Fluo-8 calcium fluorescence; 0% DMSO wells, 100% maximal acetylcholine response. actives 0.19% (n = 360,000). activation, % at 3 µM;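 active means activation above the run's mean over test compounds plus 3 SD, cut at about 23% in these data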;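 further: signal is peak over basal fluorescence ratio across the kinetic read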
# TAAR1 antagonist = antagonists of human TAAR1 | Q96RJ0 | CHO RD-HGA16 TAAR1, Fluo-8 calcium fluorescence, antagonist | inhibition, % at 3 µM | actives 1.5% (n = 360,000);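 active means inhibition above a per-plate cutoff, the mean inhibition of test compounds on that plate plus 3 SD, cut at about 49% in these data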;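 further: 0% = DMSO plus EC80 beta-PEA response and 100% = DMSO alone without agonist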
# Target sequence (Q96RJ0 whole entry, looked up): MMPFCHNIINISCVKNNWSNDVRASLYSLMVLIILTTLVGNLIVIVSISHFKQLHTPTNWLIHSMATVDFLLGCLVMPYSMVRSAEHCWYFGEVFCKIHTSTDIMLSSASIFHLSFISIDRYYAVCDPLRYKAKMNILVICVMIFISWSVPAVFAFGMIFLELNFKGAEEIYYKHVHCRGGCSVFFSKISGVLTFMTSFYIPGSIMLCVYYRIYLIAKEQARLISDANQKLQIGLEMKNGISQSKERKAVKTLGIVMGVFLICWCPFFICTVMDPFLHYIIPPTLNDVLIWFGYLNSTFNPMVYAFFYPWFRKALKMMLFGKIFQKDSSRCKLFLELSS
#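 System: RD-HGA16 CHO cells with stable hTAAR1 and Gα16 | Probe or stimulus: EC80 β-phenethylamine stimulus | Dosing: 3 µM, single point | Times: Dye loading 75 min at 37 °C, then 30 min room temperature | Measured by: Fluo-8 calcium-sensitive fluorescence | Read-out basis: % inhibition of agonist calcium response | Replicates: n of 1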
# M5 PAM = potentiates acetylcholine response at human M5 receptor | CHO-K1 hM5, Fluo-8 calcium, ACh EC20 PAM; 0% = ACh EC20, 100% = ACh EC100 | P08912 | actives 0.3% (n = 360,000) | activation, % at 3 µM;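 active means activation above the run cutoff, the mean activation of all test compounds plus 3 SD, cut at about 18% in these data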
#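 System – CHO-K1 hM5 cells · Compound – 3 µM, single dose · Incubation – compound preincubation 140 s before EC20 acetylcholine addition · Technique – Fluo-8 calcium fluorescence · Measure – Max/basal fluorescence ratio as % of EC20–EC100 ACh window · Benchmarks – low control EC20 acetylcholine (0%), high control EC100 acetylcholine (100%) · Replication – singlicate, one well per test compound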
# M1 PAM parental = M1 PAM counterscreen hit in parental CHO-K1 cells; AID 602247; actives 0.02% (n = 360,000); ATP EC20, Fluo-8 calcium fluorescence; 0% at ATP EC20, 100% at ATP max; activation, % at 3 µM;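 active means activation above the run cutoff, the mean activation of all test compounds plus 3 SD, cut at about 40% in these data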;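 further: peak over basal fluorescence ratio in a 140 s read after ATP addition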
# CRFR2-BP antag = CRF-BP/CRF-R2 complex antagonism | HEK293 CRF-R2/CRF-BP, CRF-induced calcium fluorescence | inhibition, % at 11.8 µM | actives 0.59% (n = 350,000);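 active means inhibition of the ligand-induced calcium signal above about 50% at the single tested concentration, limit read from the data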
# M4 PAM = positive allosteric modulators of human muscarinic M4 receptor | P08173 | activation, % at 3 µM | AID 624126 | actives 0.4% (n = 360,000) | CHO-K1 hM4/Gqi5, Fluo-8 calcium fluorescence, ACh EC20; 0% = ACh EC20, 100% = maximal ACh;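 active means activation above its plate's cutoff, the mean activation of sample wells plus 3 SD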; further: some results filed as inactive read as strong as hits
# Target sequence (P08173 whole entry, looked up): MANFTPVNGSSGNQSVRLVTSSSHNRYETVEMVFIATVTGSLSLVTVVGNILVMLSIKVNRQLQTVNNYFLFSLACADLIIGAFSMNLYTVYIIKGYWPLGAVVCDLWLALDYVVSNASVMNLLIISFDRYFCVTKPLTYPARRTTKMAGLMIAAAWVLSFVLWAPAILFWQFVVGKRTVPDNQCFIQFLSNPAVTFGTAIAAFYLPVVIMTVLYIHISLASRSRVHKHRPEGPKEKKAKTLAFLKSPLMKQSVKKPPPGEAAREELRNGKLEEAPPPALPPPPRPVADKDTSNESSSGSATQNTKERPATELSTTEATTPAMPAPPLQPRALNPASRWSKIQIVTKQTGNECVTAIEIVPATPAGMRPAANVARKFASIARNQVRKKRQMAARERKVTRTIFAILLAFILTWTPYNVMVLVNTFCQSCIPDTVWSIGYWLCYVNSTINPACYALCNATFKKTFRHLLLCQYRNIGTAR
# TAAR1 agonist = agonists of human TAAR1. CHO RD-HGA16 TAAR1, Fluo-8 calcium fluorescence; vehicle wells 0%, saturating PEA agonist 100%. activation, % at 3 µM. actives 0.99% (n = 360,000);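 active means activation above the mean activation of all test compounds in the run plus 3 SD, cut at about 38% in these data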
#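 Benchmarks: low control DMSO, high control PEA (EC100); System: CHO RD-HGA16 cells carrying human TAAR1 plus Gα16; Detection: Fluo-8 fluorescence, 5 s baseline then 140 s kinetic read; Schedule: 17-24 h plating, Fluo-8 75 min 37 °C, 30 min RT; Read-out basis: % activation from peak over basal fluorescence ratio, DMSO-to-PEA scaled.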
# * marks the source's active call; other numbers are inactive results; . = not tested or not shown.
SMILES,CRFBP-R2 agonist,M5 antag,CHRM5 agonist,TAAR1 antagonist,M5 PAM,M1 PAM parental,CRFR2-BP antag,M4 PAM,TAAR1 agonist
O=C(COC(=O)c1ccc([N+](=O)[O-])o1)NC1CCS(=O)(=O)C1 (stereo not drawn),-0.4,-10,-1,9,-2,6,7,-3,7
Cc1oc2c(C)c(O)ccc2c(=O)c1N1C(=O)c2ccccc2C1=O,0.2,15,-1,-28,-11,11,-5,4,1
CCCCCOC(=O)c1ccc(NC(=O)c2ccco2)cc1,11,-4,-1,-4,-5,1,3,-10,3
Fc1ccc(OCc2nc3ccccc3s2)cc1,-1.0,-3,-1,10,-4,19,-11,-5,9
CC(C)NCc1cc(Br)ccc1OCc1ccccc1,-1.9,-1,-17,15,-1,16,-17,-22,43*
Cc1cc(C)c(NC(=O)CSc2nnc(-c3ccncc3)n2Cc2ccco2)c(C)c1,0.4,-3,0,-14,0,21,-7,-11,0
CCN(Cc1nc2cc(Cl)ccc2c(=O)[nH]1)C(=O)c1cc(C2CC2)nn1-c1ccccc1,0.3,2,-1,1,-8,-11,6,-5,-2
O=C(NCc1ccncc1)c1nc(-c2cccs2)no1,-0.9,-5,2,-16,-5,15,7,10,3
CCc1nc2ccc(C(=O)Nc3ccc(NC(C)=O)cc3)cn2c1N(C)C(=O)Cc1ccccc1,.,19,1,-19,2,-2,.,0,7
COC(=O)c1ccc(C(=O)OC)c(NC(=O)C(C)(C)C)c1,-4.7,16,-5,-3,1,-14,-6,-6,-1
CCOc1cc(N2CCOCC2)c(OCC)cc1NC(=O)C(C)C,-2.0,-2,-4,-12,4,-6,2,-8,1
CCOC(=O)c1c(S(=O)(=O)NCCCc2ccco2)c(C)n(C)c1C,-2.3,12,-6,-10,-6,11,10,5,-1
Cc1cc(C)c(NC(=O)CS(=O)CC(=O)N2CCN(c3ccc(F)cc3)CC2)c(C)c1 (stereo not drawn),-0.2,10,-2,18,-8,-15,17,-3,3
O=c1[nH]cnc(O)c1C(c1ccc([N+](=O)[O-])cc1)c1c(O)nc[nH]c1=O,1.4,0,2,2,-1,4,1,3,3
CCCc1nnc(NC(=O)c2ccc(N3C(=O)C4C5C=CC(C5)C4C3=O)cc2)s1 (stereo not drawn),-1.1,12,4,3,-10,16,-36,6,16
O=C(Cc1ccc(Br)cc1)Nc1ncc([N+](=O)[O-])s1,35,23,11,5,-16,-31,14,-9,8
COc1ccc(-c2csc(Nc3ncccn3)n2)cc1C,3.0,10,3,1,-5,5,3,-5,2
O=C(c1cccc2ccccc12)C1CCCN(C(=O)c2ccc(N3CCOCC3)cc2)C1 (stereo not drawn),1.0,13,2,14,-7,9,-6,-8,4
O=C(NC1CCCC1)c1cc(-c2ccccc2)on1,0.4,15,1,8,-4,4,-10,-2,2
O=C(CCNC(=O)c1ccc(Cl)cc1)NCc1cccc(C(F)(F)F)c1,-4.0,3,-2,-29,-7,-19,14,12,1
CCOc1ccc(S(=O)(=O)NCCC(=O)N2CC=C(c3ccccc3)CC2)cc1,-0.5,4,0,18,-6,8,0,0,1
COc1ccc(S(=O)(=O)N2CCOCC2)cc1C(=O)Nc1ccc(N2CCCCCC2)cc1,-0.4,10,-1,3,0,-8,-2,-1,1
COc1ccc(N2CCN(CCNC(=O)Nc3ccc(C)c(Cl)c3)CC2)cc1,0.1,8,3,38,-4,-8,-12,-4,27
Cn1c(=O)c2c(nc(Oc3ccc4c(c3)OCO4)n2Cc2ccc(Cl)cc2)n(C)c1=O,2.3,0,1,4,33*,-4,2,1,10
COC(=O)Nc1c(C(=O)OC)cc(OC)c(OC)c1OC,-1.1,1,-1,-4,-6,5,15,4,-2
O=Cc1cccc(Oc2ccc([N+](=O)[O-])cc2[N+](=O)[O-])c1,-0.9,5,-3,19,3,21,3,6,3
Nc1nc(SCc2ccc(Br)cc2)[nH]c(=O)c1-c1ccccc1,-0.6,-4,5,-7,-6,13,-6,-2,8
O=C(NNS(=O)(=O)c1ccccc1)c1cccnc1,1.8,12,-2,10,-8,15,-2,9,0
CSc1ccc(S(=O)(=O)N(C)Cc2ccccc2)cc1,-0.3,-8,-4,28,-2,-11,49,4,9
Cc1nnc2c(NCCc3ccccc3)nc3ccccc3n12,-1.6,12,-1,-16,-3,16,-13,3,12

# Structures listed above that bear a hit mark in TAAR1 agonist:
compound | CRFBP-R2 agonist | M5 antag | CHRM5 agonist | TAAR1 antagonist | M5 PAM | CRFR2-BP antag | M4 PAM | TAAR1 agonist
CC(C)NCc1cc(Br)ccc1OCc1ccccc1 | -1.9 | -1 | -17 | 15 | -1 | -17 | -22 | 43*

# The list continues.
SMILES,CRFBP-R2 agonist,M5 antag,CHRM5 agonist,TAAR1 antagonist,M5 PAM,M1 PAM parental,CRFR2-BP antag,M4 PAM,TAAR1 agonist
CCOC(=O)CNC(=O)c1c(C)nn(C)c1Cl,0.4,0,1,-16,11,-5,26,3,0
Cc1[nH]c(=O)nc(SCc2ccc(Cl)c(Cl)c2)c1C#N,-0.6,10,3,-31,4,18,37,6,2
O=C(CN1C(=O)c2ccccc2S1(=O)=O)c1ccc(OC(F)F)cc1,-1.2,3,-6,.,-3,-1,-6,-4,.
COc1ccc(C2=CC(=O)C[C@H](c3ccc(OC)cc3)C2)cc1,0.8,17,-3,36,-10,14,6,-8,12
COc1ccc(NC(=O)CN(C)S(=O)(=O)c2ccc(Br)s2)cc1OC,-0.8,2,1,7,-3,5,1,0,-2
CC1CCC(NC(=O)C(NS(=O)(=O)c2cccc3nsnc23)C(C)C)CC1 (stereo not drawn),-1.0,3,-5,-42,-2,-11,-10,1,-1
COC(=O)c1cc(OCC(=O)NC2CCCc3ccccc32)cc(C(=O)OC)c1 (stereo not drawn),-0.2,-2,-4,-5,2,4,11,5,0
Cc1cc(=O)n2[nH]c(-c3ccsc3-n3c(C)ccc3C)cc2n1,-0.3,5,1,-13,-6,23,18,-7,2
COc1ccccc1NC(=O)CCN1CCCCCC1,0.0,-2,-1,-25,2,1,13,7,-2
CCC(CC)C(=O)c1c[nH]c(C(=O)NCc2ccccc2)c1,-1.1,6,-1,10,-4,19,22,4,0
Cc1sc2nc(C3CC3)nc(SCC(=O)N3CCc4ccccc4C3)c2c1C,1.7,8,-4,19,-2,11,-11,23,35
COC(=O)c1ccc(C2C(C(=O)OCC(C)C)=C(C)N=C3SCCC(=O)N32)cc1 (stereo not drawn),-0.7,-16,-3,9,4,4,-3,0,15
Nc1ccc(S(=O)(=O)NCC(=O)OC2CCOC2=O)cc1[N+](=O)[O-] (stereo not drawn),0.6,0,0,8,-3,10,-3,-4,5
COc1ccc(NC(=O)c2cc(-c3ccccc3OC)on2)cc1,-0.1,9,2,18,-13,-6,54*,-4,7
CC1(C(=O)NCc2cc(F)cc(C(F)(F)F)c2)C=CC2(CCCCC2)N1C(=O)c1ccccc1 (stereo not drawn),0.0,7,0,8,3,8,-10,3,6

# Reprinted at random: 6 entries already listed.
SMILES,CRFBP-R2 agonist,M5 antag,CHRM5 agonist,TAAR1 antagonist,M5 PAM,M1 PAM parental,CRFR2-BP antag,M4 PAM,TAAR1 agonist
Cc1cc(=O)n2[nH]c(-c3ccsc3-n3c(C)ccc3C)cc2n1,-0.3,5,1,-13,-6,23,18,-7,2
CC1CCC(NC(=O)C(NS(=O)(=O)c2cccc3nsnc23)C(C)C)CC1 (stereo not drawn),-1.0,3,-5,-42,-2,-11,-10,1,-1
COc1ccccc1NC(=O)CCN1CCCCCC1,0.0,-2,-1,-25,2,1,13,7,-2
CCC(CC)C(=O)c1c[nH]c(C(=O)NCc2ccccc2)c1,-1.1,6,-1,10,-4,19,22,4,0
O=C(CN1C(=O)c2ccccc2S1(=O)=O)c1ccc(OC(F)F)cc1,-1.2,3,-6,.,-3,-1,-6,-4,.
COc1ccc(C2=CC(=O)C[C@H](c3ccc(OC)cc3)C2)cc1,0.8,17,-3,36,-10,14,6,-8,12

# Whole records, quoted from the list. Order of values: CRFBP-R2 agonist, M5 antag, CHRM5 agonist, TAAR1 antagonist, M5 PAM, M1 PAM parental, CRFR2-BP antag, M4 PAM, TAAR1 agonist
# Profile of CCOC(=O)CNC(=O)c1c(C)nn(C)c1Cl → 0.4, 0, 1, -16, 11, -5, 26, 3, 0
# Profile of COC(=O)Nc1c(C(=O)OC)cc(OC)c(OC)c1OC → -1.1, 1, -1, -4, -6, 5, 15, 4, -2
# Profile of CCOC(=O)c1c(S(=O)(=O)NCCCc2ccco2)c(C)n(C)c1C → -2.3, 12, -6, -10, -6, 11, 10, 5, -1

# More structures.
SMILES,CRFBP-R2 agonist,M5 antag,CHRM5 agonist,TAAR1 antagonist,M5 PAM,M1 PAM parental,CRFR2-BP antag,M4 PAM,TAAR1 agonist
Cc1nnc(SCCC(=O)Nc2ccccc2Cl)o1,1.0,2,0,1,-2,9,12,0,5
Cc1nonc1N1CCN(Cc2cn[nH]c2-c2ccc(F)cc2F)CC1,-0.6,13,1,4,3,19,-8,-4,5
CCc1nc2ccc(C(=O)Nc3ccc(OC)c(OC)c3)cn2c1N(C)Cc1nccs1,.,7,2,-4,-8,3,.,0,4
CC(NC(=O)COc1ccccc1)C(=O)N1CCN(c2ccc(F)cc2)CC1 (stereo not drawn),-2.0,9,2,3,-7,2,5,-2,2
Cc1ccc(C2=C/C(=C\c3cccnc3)C(=O)O2)cc1,3.3,5,-2,-16,-3,5,-15,-3,0
CCC(C)c1ccccc1NC(=O)c1cccnc1 (stereo not drawn),0.3,-4,-1,7,-4,9,8,0,9
CCC(C)(C)NC(=O)CCCSc1nc2ccccc2s1,0.3,0,-1,2,3,17,-16,1,7
Cc1cc(C)cc(NC(=O)C2CCCC2)c1,-1.7,6,-3,0,2,-3,-2,6,16
O=C(CN1CCOCC1)Nc1ccc(Cl)cc1,-0.7,23,-5,-8,-2,14,-1,-2,3
CC1CN(C(=S)NC(=O)c2cccc([N+](=O)[O-])c2)CC(C)O1 (stereo not drawn),0.6,8,0,-18,-1,11,14,-3,12
COc1ccc(C(Nc2ccccn2)c2oc(CO)cc(=O)c2O)cc1 (stereo not drawn),0.5,3,-3,-4,-8,-2,13,-7,3
COc1ccc(N(C2=NCCCS2)S(=O)(=O)c2ccc(C(C)(C)C)cc2)cc1,3.0,0,1,-23,7,10,16,9,1
